TEAD-YAP inh = TEAD-YAP interaction inhibition, primary screen, TEAD-YAP interaction inhibitor project, luminescence, HEK-TIYL cells. TEAD-Gal4/YAP UAS-luciferase luminescence. AID 1259422, 2018. inhibition, % at 9.12 µM. 1.4% of 640,000 active; in the data active means inhibition above about 32%;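 further: 0% = median of test compound wells and 100% = reference inhibitor wells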
GPR151 ag = activators of human GPR151, primary screen, cell-based, PathHunter beta-arrestin, luminescence | G-protein coupled receptor 151 (Homo sapiens), Q8TDV0 | PathHunter beta-arrestin GPR151 cells | activation, % at 11.2 µM | 1% of 650,000 active | AID 1508602, 2020; in the data active means activation above about 4.9%;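 further: 0% = median of compound wells and 100% = cells with positive control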
FBW7 act = FBW7 E3 ligase activators, primary screen, biochemical, AlphaScreen, human; F-box/WD repeat-containing protein 7 (Homo sapiens), Q969H0; AlphaScreen FBW7–phospho-cyclin E peptide binding, activator screen; normalized activity (activation), % at 26.1 µM; 0.13% of 650,000 active; AID 1259310, 2017; in the data active means normalized activity above about 1.9%;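 further: purified mutant Fbw7 with reduced substrate affinity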
Target sequence (Q969H0 whole entry, looked up): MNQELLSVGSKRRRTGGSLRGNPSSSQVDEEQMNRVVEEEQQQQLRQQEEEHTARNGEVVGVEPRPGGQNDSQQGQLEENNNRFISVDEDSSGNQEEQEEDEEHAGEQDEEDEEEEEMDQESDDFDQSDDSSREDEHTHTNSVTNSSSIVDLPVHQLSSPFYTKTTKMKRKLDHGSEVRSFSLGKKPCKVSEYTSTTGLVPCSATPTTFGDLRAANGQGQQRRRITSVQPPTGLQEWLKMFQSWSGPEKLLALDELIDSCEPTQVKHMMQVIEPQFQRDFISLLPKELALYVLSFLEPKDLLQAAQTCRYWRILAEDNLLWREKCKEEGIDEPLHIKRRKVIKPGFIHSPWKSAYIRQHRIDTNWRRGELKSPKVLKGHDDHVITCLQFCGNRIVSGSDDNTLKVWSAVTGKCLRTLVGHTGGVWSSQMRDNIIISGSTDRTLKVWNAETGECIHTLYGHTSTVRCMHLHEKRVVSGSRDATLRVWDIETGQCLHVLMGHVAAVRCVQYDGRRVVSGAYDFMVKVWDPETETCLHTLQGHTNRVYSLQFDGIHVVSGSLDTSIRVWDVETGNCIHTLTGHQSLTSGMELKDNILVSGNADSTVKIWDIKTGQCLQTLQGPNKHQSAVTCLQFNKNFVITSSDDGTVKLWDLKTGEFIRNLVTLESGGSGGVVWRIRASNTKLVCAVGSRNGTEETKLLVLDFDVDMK
MITF primary = MITF inhibitors, primary screen, biochemical, AlphaScreen, human; inhibition, % at 2.6 µM; Microphthalmia-associated transcription factor (Homo sapiens), O75030; AlphaScreen MITF homodimerization, bead proximity signal; 0.91% of 650,000 active; in the data active means inhibition above about 50%;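 further: 0% = vehicle wells with protein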
* marks the source's active call; other numbers are inactive results; & = joins results of further samples.

molecule,TEAD-YAP inh,GPR151 ag,FBW7 act,MITF primary
CCc1ccc(-n2cnc3cc(C(=O)NCc4ccccc4Cl)ccc32)cc1,3,0.6,0.0,2
CCOc1ccc(C(N)CC(=O)O)c2ccccc12 (centres undefined),9,-0.8,0.1,5
Cc1ccccc1NC(=O)CC1SC(=Nc2ccc(F)cc2)N(C)C1=O (centres undefined),-2,-0.4,0.1,-1
Cc1sc(NC(=O)c2ccc3ccccc3c2)c(C#N)c1C,-1,-0.8,0.0,3
CNCCCOc1ccc(CCC(C)=O)cc1,7,-1.2,0.6,22
Cc1ccc(OC(=O)N2CCN3C(=O)[C@H](CSCc4ccccc4)NC(=O)[C@H]3C2)cc1,-8,0.6,0.0,-6
CN(C)c1cccc(Nc2nc(NC3CCN(Cc4ccccc4)CC3)c3ncn(CCN4CCCC4=O)c3n2)c1,-4,-1.2,0.0,14
COCCNCCCCOc1ccc(Cl)cc1Br,-14,-2.0,-0.2,30
CCNC(=S)Nc1c(F)cccc1F,11,-0.2,0.0,12
Cc1cc(=O)oc2c(I)c3occ(-c4ccccc4)c3cc12,4,0.6,-0.1,5
COc1ccc(NC(=O)c2cnn3cccnc23)cn1,-31,-2.0,0.0,-9
CCOc1cc(/C=N/n2cnnc2)ccc1OCCc1ccccc1,6,-0.1,-0.1,10
CC(C)CC(=O)Nc1nnc(S(=O)(=O)N2CCc3ccccc32)s1,5,-0.4,-0.1,-7
O=C(NC(=S)Nc1ccccc1F)c1ccccc1,-60,-1.5,0.0,-9
CCc1cc(N2CCN(C(C)=O)CC2)n2c(nc3ccccc32)c1C#N,7,2.0,0.1,1
Cn1ccsc1=NC(=O)Cc1coc2ccc3ccccc3c12,-13,1.5,0.0,5
CCCCn1c(-c2ccccc2)cn2c3c(=O)n(C)c(=O)n(C)c3nc12,0,1.7,0.1,9
Cc1ccc(-c2ccc(=O)n(CC(=O)NC3CCCC(C)C3C)n2)cc1 (centres undefined),13,2.5,0.9,0
COC(=O)C(C)N(c1ccc(Cl)cc1)S(C)(=O)=O (centres undefined),9,1.1,0.0,5
CC(C)(CNC(=O)COc1ccccc1F)CNC(=O)COc1ccccc1F,0,-2.4,1.1,7
COc1cc(/C=C/C(=O)OCC(=O)N(C)Cc2ccccc2)ccc1O,-1,1.6,-0.1,-10
Cc1ncsc1CCCNC1CCN(c2cccc(NC(=O)CC3CCCC3)c2)CC1,-2,-1.0,0.6,-4
CC1(C)CCC(CCN2CCCC2)(c2ccccc2)CO1 (centres undefined),6,1.8,0.2,8
Cc1ccc(C2=NN(c3nc(-c4ccccc4)c4cc(Cl)ccc4n3)C(c3ccccc3F)C2)cc1 (centres undefined),4,-1.1,0.2,13

Random excerpt: 3 records from the list
molecule,TEAD-YAP inh,GPR151 ag,FBW7 act,MITF primary
COC(=O)C(C)N(c1ccc(Cl)cc1)S(C)(=O)=O (centres undefined),9,1.1,0.0,5
O=C(NC(=S)Nc1ccccc1F)c1ccccc1,-60,-1.5,0.0,-9
CCNC(=S)Nc1c(F)cccc1F,11,-0.2,0.0,12

The listing continues.
molecule,TEAD-YAP inh,GPR151 ag,FBW7 act,MITF primary
CCOc1cc(C(=O)NCCc2csc(-c3cccc(F)c3)n2)cc(OCC)c1OCC,-3,1.9,0.1,-15
O=C(CCC(=O)OCC(=O)c1ccccc1)Nc1cccc([N+](=O)[O-])c1,-6,-1.5,0.0,7
CCOC(=O)N1CCN(c2nc3ccc(C)cc3cc2CN[C@H]2CCCCNC2=O)CC1,17,-0.3,0.5,10
COc1ccc(-c2nnc(NC(=O)c3ccc(S(=O)(=O)N4CCCC(C)C4)cc3)o2)cc1 (centres undefined),4,0.1,-0.1,-10
CCc1nnc2sc(-c3ccc(C)c(NC(=O)c4ccc(OC)c([N+](=O)[O-])c4)c3)nn12,12,0.0,0.2,2
CC(=O)c1cccc(NC(=O)CSc2nc3c(C)cccc3cc2C#N)c1,11,1.0,-0.1,3
O=c1c2cc(N3CCOCC3)ccc2nc(SCc2ccc(Cl)cc2)n1Cc1ccccc1,-10,-1.5,0.2,10
COc1cccc(C=O)c1OC(=O)c1cccc(Cl)c1,-18,-0.9,12*,13
O=C(/C=C/c1cccs1)Nc1ccc(Cl)cc1F,-69,1.8,0.1,14
CCC(Sc1nc2ccccc2c2nc(-c3cccc([N+](=O)[O-])c3)nn12)C(=O)Nc1ccc2c(c1)OCO2 (centres undefined),-13,-2.0,0.1,1
O=C(CC(c1ccccc1)c1cc(Cl)ccc1O)N1CCCC1 (centres undefined),8,1.0,-0.1,-6
O=C1N[C@H](C(=O)NCc2nc(N3CCCC3)c3cc(Cl)ccc3n2)CS1,-7,-1.2,-0.1,11

An excerpt from above in order of molar mass, ascending:
molecule,TEAD-YAP inh,GPR151 ag,FBW7 act,MITF primary
COc1ccc(NC(=O)c2cnn3cccnc23)cn1,-31,-2.0,0.0,-9
O=C(/C=C/c1cccs1)Nc1ccc(Cl)cc1F,-69,1.8,0.1,14
COC(=O)C(C)N(c1ccc(Cl)cc1)S(C)(=O)=O (centres undefined),9,1.1,0.0,5

(next part)
molecule,TEAD-YAP inh,GPR151 ag,FBW7 act,MITF primary
CN1CCN(c2ccccc2NC(=O)NCc2noc3ccccc23)CC1,-4,-0.5,0.1,9
COCCCNC(=O)CSc1nc2ccccc2c2nc(-c3ccccc3)nn12,-3,-1.4,0.7,5
CCOC(=O)C1=C(c2ccccc2)N=c2s/c(=C\c3cn(Cc4ccccc4)c4ccccc34)c(=O)n2C1c1cccc(OC)c1OC (centres undefined),-1,-1.4,0.7,10
Cc1cc(NCC2CCCCC2)n2ncnc2n1,-3,0.3,0.0,-5
COc1ccc(C2=Nc3ccccc3N=C(C(F)(F)F)C2)cc1,-52,0.3,-0.1,16
COc1ccc(NC(=O)CSc2nnc(-c3ccco3)n2-c2ccccc2)cc1,18,-0.2,0.0,-1
CC1CCN(CC(=O)N2CCc3ccccc32)CC1,-7,-0.2,0.2,12
CCOC(=O)c1c(N2C(N)=C(C#N)C(c3ccc([N+](=O)[O-])cc3)C3=C2CC(C)(C)CC3=O)sc2c1CCCCC2 (centres undefined),4,2.3,-0.2,-2
Clc1ccc(-c2cnnc(NCC3(N4CCOCC4)CCCC3)n2)cc1,-7,-1.7,-0.1,-2
O=C(Nc1cc(=O)n(-c2c(Cl)cc(Cl)cc2Cl)[nH]1)c1cccc([N+](=O)[O-])c1,2&5,0.3&-0.3,0.0&-0.6,4&13
CN1C(=O)CC(N2CCN(c3ncccn3)CC2)C1=O (centres undefined),2,-0.1,0.3,14
COc1cc(OC)cc(-c2nc(N)n[nH]2)c1,0,1.1,0.0,18

Going on with the list.
Every second line gives: TEAD-YAP inh	GPR151 ag	FBW7 act	MITF primary
> N#Cc1ccccc1/C=C\C(=O)NCCCCCC(=O)O
 : -8	-1.5	0.8	25
> CC1CCC(N2C(=O)CN(C3CCCCC3)C(=O)C2c2ccc(Cl)cc2)CC1 (centres undefined)
 : 4	1.3	0.0	17
> O=C(CCCn1c(SCc2cc(=O)n3ccccc3n2)nc2ccccc2c1=O)NCc1ccccc1
 : 5	-0.3	0.6	7
> COc1ccc(C2C(=O)N(C3CCC(C)CC3)CC(=O)N2C2CCCCCCC2)cc1OC (centres undefined)
 : -11	-0.3	0.0	-1
> Cc1c(Cl)cccc1NC(=O)Cn1c(=O)c2ccccc2n2nncc12
 : 0	0.8	0.0	10
> CCc1ccc(-n2c(=S)sc3c(=O)n(-c4ccccc4C)c(SC)nc32)cc1
 : -3	-0.2	0.3	2
> OCC1CCCN1c1nc(NCCOc2ccccc2)c2ncn(C3CCCCC3)c2n1 (centres undefined)
 : 7	1.2	0.3	8
> Cc1cc(Br)ccc1NC(=O)C1CCCC(C(=O)Nc2ccc(Br)cc2C)C1 (centres undefined)
 : 11	0.6	-0.1	12
> CCCOCCOC(=O)C1=C(C)NC2=C(C(=O)CC(C)(C)C2)C1c1cc(Cl)c(O)c(OCC)c1 (centres undefined)
 : 6	-1.1	0.2	7
> CC1=C(C(=O)OC2CCCCCC2)C(c2cccc(Cl)c2Cl)CC(=O)N1 (centres undefined)
 : 1	1.4	-0.2	30
> O=C(COc1cccc2ccccc12)Nc1ccc(Cl)cc1C(=O)O
 : 6	-1.3	0.5	20
> O=C(CCNc1c(N2CCCC2)c(=O)c1=O)Nc1ccc(F)cc1
 : -7	2.0	-0.1	2
> Cc1cc(S(=O)(=O)Nc2ccc(Br)cc2)c(C)c(S(=O)(=O)c2ccc(Cl)cc2)c1
 : -1	0.6	0.1	5
> CCOC(=O)COc1ccc2c(=O)c(Oc3ccc(OC)cc3)c(C(F)(F)F)oc2c1
 : -16	0.8	-0.8	-4
> CC1CCN(c2nc3c(=O)[nH]cnc3n2C2OC(CO)C(O)C2O)CC1 (centres undefined)
 : 3	-0.1	0.7	3
> CC(=O)Nc1cccc(-c2cnc3c(NCc4ccco4)nccn23)c1
 : 47*	2.4	2.3*	12
> CCCc1cc(CN(C)C(=O)C2CC(Cc3cccc(OC)c3)=NO2)[nH]n1 (centres undefined)
 : -15	0.7	0.1	15
> OC1CCN(Cc2ccc3c(c2)OCO3)CC1
 : 1	-0.7	0.0	35
> Cc1ccc(S(=O)(=O)N(CC(=O)NCc2ccco2)c2cccc(Cl)c2)cc1
 : 6	-0.1	-0.1	7
> COc1ccc(C2C(C(=O)OCc3ccccc3)=C(C)NC3=C2C(=O)CC(C)(C)C3)c(OC)c1 (centres undefined)
 : 3	0.1	0.6	9
> COc1cc(OC)cc(-c2nc3ccccc3c(=O)n2OC(=O)C2CCC(C(C)(C)C)CC2)c1 (centres undefined)
 : -8	-0.3	-0.6	-11
> CC(NC(N)=O)c1ccc(-c2ccccc2)cc1 (centres undefined)
 : 4	-1.0	0.4	14
> Cc1ccnc(NCc2cc(Br)ccc2O)c1
 : -20	0.3	-0.1	3
> CCOC(=O)C1=C(C)N=c2s/c(=C\c3ccc(-c4ccc([N+](=O)[O-])cc4)o3)c(=O)n2C1c1cccs1 (centres undefined)
 : 7	0.2	0.0	3
> COc1ccc(C(=O)N2CC(=O)Nc3ccc(C)cc3C2c2ccc(F)cc2)cc1OC (centres undefined)
 : -7	0.9	-0.1	-5
> CCc1ccc(C2CC(c3cccc(OC)c3OC)n3ncnc3N2)cc1 (centres undefined)
 : -10	-2.0	-0.1	-11
> CCN(CC)S(=O)(=O)c1ccc(-c2csc(Nc3ccc(F)cc3)n2)cc1
 : 6	0.6	0.0	-15
> COc1ccc(C(=O)N2CCN(S(=O)(=O)c3ccc(C)cc3)CC2)cc1OC
 : 13	0.6	-0.2	0
> Cc1ccc(C)c(NC(=O)CSc2n[nH]c(CNc3ccccc3)n2)c1
 : 18	-0.9	0.8	11
> Cc1cc(C)cc(OCCNS(=O)(=O)c2ccccc2Cl)c1
 : -9	-1.2	1.0	5
> CCOC(=O)c1c(C)n(-c2ccc(N(C)C)cc2)c2c1cc(O)c1ccccc12
 : 5	-2.1	0.2	19
> NS(=O)(=O)c1ccc(NC(=S)NCc2ccco2)cc1
 : -2	-1.3	0.1	-20
> COc1ccc(CCNC(=O)CSc2cn(Cc3ccccc3C)c3ccccc23)cc1OC
 : 6	-0.7	0.0	5
> C=CCNc1cc(-c2cccnc2)nc(-c2ccncc2)n1
 : 0	1.6	-0.1	4
> Cc1ccc(Cc2ccc(C(=O)NNC(N)=S)o2)cc1
 : -5	1.0	0.1	-8
> COc1ccc(NC(=S)N2CCCC2)cc1OC
 : -1	2.9	0.0	-2
> CCO/C=C1/C(=O)N(c2ccc(C)cc2C)C(=O)c2ccccc21
 : 8	1.7	0.2	-4
> CCCCN1C(=O)C(=O)c2ccccc21
 : -3	-1.8	-0.1	-3
> COc1ccc(-c2nc(Nc3ccc(Oc4ccc5c(c4)C(=O)N(c4cccc(C(F)(F)F)c4)C5=O)cc3)c3ccccc3n2)cc1OC
 : -11	0.3	0.1	16
> Cn1c(=O)[nH]c(=O)c2c1nc(N1CCOCC1)n2CC(O)COc1ccc([N+](=O)[O-])cc1 (centres undefined)
 : 12	3.5	0.1	8
> CCOC(=O)CCC(=O)Nc1c(C(=O)Nc2ccc3c(c2)OCO3)oc2ccccc12
 : 9	0.6	-0.2	-9

Molecules shown so far that contain a CF3 group:
Every second line gives: TEAD-YAP inh	GPR151 ag	FBW7 act	MITF primary
> COc1ccc(C2=Nc3ccccc3N=C(C(F)(F)F)C2)cc1
 : -52	0.3	-0.1	16
> CCOC(=O)COc1ccc2c(=O)c(Oc3ccc(OC)cc3)c(C(F)(F)F)oc2c1
 : -16	0.8	-0.8	-4
> COc1ccc(-c2nc(Nc3ccc(Oc4ccc5c(c4)C(=O)N(c4cccc(C(F)(F)F)c4)C5=O)cc3)c3ccccc3n2)cc1OC
 : -11	0.3	0.1	16

Screening results deposited in PubChem BioAssay by The Scripps Research Institute Molecular Screening Center.
